# Bioassay records: PubChem, National Center for Advancing Translational Sciences (NCATS)
# TDP1 cell noCPT – qHTS for Inhibitors of human tyrosyl-DNA phosphodiesterase 1 (TDP1): qHTS in cells in absence of CPT | DT40 Tdp1-/- hTDP1 cells, no CPT, ATP luminescence, 48 h | Potency, µM (titrated, usually from 46.2 µM), for inactives: at the top dose activity change, negative = growth inhibition, usual class: inhibitors | 420,000 compounds, 15% hits | AID 686978, 2013; also: nearly all actives have a fitted effect of over 55% in size
#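 Stably hTDP1-transfected Tdp1-null chicken DT40 cells were treated with library compounds minus camptothecin and grown for at least 48 hr at 37 °C, after which cellular ATP was quantified by luminescence.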
# GCN5L2 inh – inhibitors of human GCN5L2 histone acetyltransferase. GCN5L2 HAT assay, ThioGlo1 CoA-SH fluorescence. Potency, µM (highest dose often 58.9 µM), for inactives: at the highest dose activity change, negative = inhibition, usual class: inhibitors. 390,000 compounds, 0.21% hits
#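 Compounds, pin-transferred from DMSO stocks, meet 20nM GCN5L2 for 15 min before the reaction begins with H3(1-25) peptide (75uM) and acetyl-CoA (70uM). Thiol-reactive ThioGlo1 reports CoA release over 20 min at room temperature.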
# TDP1 block – TDP1 (human) enzyme inhibition; 350,000 compounds, 0.28% hits; Q9NUW8; Potency, µM (doses to about 130 µM), without a hit: at the top dose activity change, negative = inhibition, actives largely listed as inhibitors; recombinant TDP1, AlphaScreen DNA substrate cleavage; also: nearly all actives have a fitted effect of over 40% in size
# Target sequence (Q9NUW8 whole entry, looked up): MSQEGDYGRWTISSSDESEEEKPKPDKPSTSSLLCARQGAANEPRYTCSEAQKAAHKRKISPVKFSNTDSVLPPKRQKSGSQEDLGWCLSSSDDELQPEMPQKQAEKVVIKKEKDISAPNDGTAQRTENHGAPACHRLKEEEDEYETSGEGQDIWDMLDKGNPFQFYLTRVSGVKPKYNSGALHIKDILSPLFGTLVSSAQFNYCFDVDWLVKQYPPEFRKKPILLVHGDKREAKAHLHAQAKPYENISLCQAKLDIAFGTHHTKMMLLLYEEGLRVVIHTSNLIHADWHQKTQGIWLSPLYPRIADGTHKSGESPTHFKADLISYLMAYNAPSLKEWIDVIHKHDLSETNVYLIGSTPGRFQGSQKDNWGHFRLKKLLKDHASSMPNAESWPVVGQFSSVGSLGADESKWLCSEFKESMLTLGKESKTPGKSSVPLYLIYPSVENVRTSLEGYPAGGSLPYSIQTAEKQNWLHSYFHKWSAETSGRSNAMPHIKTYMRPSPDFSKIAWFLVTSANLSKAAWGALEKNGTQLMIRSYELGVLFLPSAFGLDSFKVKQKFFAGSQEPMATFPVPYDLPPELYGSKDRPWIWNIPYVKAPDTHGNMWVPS
#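 Here, a 5' biotin and 3' phosphotyrosine-FITC DNA oligonucleotide reports Tdp1 activity: intact substrate bridges AlphaScreen beads, while cleavage leaves a 3' phosphate and drops signal. All incubations at room temperature.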
# Starred values were filed as active, the others as inactive; ? = inconclusive; nt = no result given; & = joins results of further samples; [ ] = remark or other dose. Calls follow the shape of the dose curve; as a rule, active = well fitted curve in the direction sought with a large enough effect; inconclusive = small, poorly fitted or top-dose-only effect, or another doubt; inactive = no such curve, though single readings can be large; an effect the other way counts as inactive or inconclusive. % is scaled to controls: 0 for no effect and ±100 for the full control effect; potency is read from the fitted curve at half-maximal effect. Not all compounds are listed, so the mix of outcomes need not match the whole.
# The line under a structure holds: TDP1 cell noCPT	GCN5L2 inh	TDP1 block
Cc1cc(C)c(C(=O)NC2CCCc3c2cnn3-c2cccc(C)c2C)o1 (stereo unspecified)
 : ?	-7%	7%
O=C(Nc1ccc2c(c1)OCCO2)c1ccc2nccnc2c1
 : ?	2%	5%
CCOC(=O)c1[nH]c(C)c(CCC(=O)NCc2ccccc2Cl)c1C
 : ?	4%	5%
CC(C)CN(C(=O)COC(=O)/C=C/c1cccs1)c1c(N)n(Cc2ccccc2)c(=O)[nH]c1=O
 : -16%	0%	nt
Cc1cc(C(=O)N2CCN(C/C=C/c3ccccc3)CC2)cs1
 : -31%	0%	1%
COc1ccc(-c2cc(=O)oc3cc(OC(C)C(=O)Nc4ccc(CN5CCOCC5)cc4)ccc23)cc1 (stereo unspecified)
 : ?	-1%	6%
CSc1ncc(CN2CCc3c([nH]c4ccccc34)C2C(C)(C)C)cn1 (stereo unspecified)
 : 23µM*	-15%	4%
CCOc1cc(/C=N/NC(=O)CSc2nncn2C)ccc1OCC(N)=O
 : -9%	?	1%
CCCSc1ncc(Cl)c(C(=O)Nc2sc3c(c2C(N)=O)CCCC3)n1
 : 13%&10%	-1%	1%
COC(=O)c1cc(OC)c(OC)cc1NC(=S)N1CCN(C)CC1
 : -1%	4%	-4%
CCC(NC(=O)Nn1cnnc1)(C(F)(F)F)C(F)(F)F
 : -3%	0%	0%
COc1ccc(/C=N/Nc2nc(=O)[nH]nc2C)cc1[N+](=O)[O-]
 : -3%	-1%	3%
CCN(CC)CCNC(=O)C1c2cc(OC)c(OC)cc2C(=O)N2CCc3ccccc3C12 (stereo unspecified)
 : -12%	-1%	4%
C[N+]1(C)CC(O)[C@H](C(=O)[O-])C1 (stereo partly specified)
 : -3%	-2%	-6%[56.1 µM]
Cc1ccc(CC(=O)N2CCN(C(=O)c3ccco3)CC2)cc1
 : -8%	-3%	-3%

# (list continues)
# The line under a structure holds: TDP1 cell noCPT	GCN5L2 inh	TDP1 block
CC(C)(C)c1ccc(S(=O)(=O)N2CCNC(=O)C2)cc1
 : -3%	-1%	2%
Cc1cc(C)n(CC(=O)N/N=C/c2ccccn2)n1
 : 0%	0%	0%
O=c1[nH]ncc(N2CCCC2)c1Cl
 : 3%	4%	-2%
O=C(COC(=O)CCc1nc2ccccc2c(=O)[nH]1)Nc1ccccc1Cl
 : 22%	0%	nt
Cc1c(NC(=O)CCC(=O)N2CCCCC2)c(=O)n(-c2ccccc2)n1C
 : -27%	-3%	2%
Cc1cc(C)c(C)c(S(=O)(=O)NCC(=O)NCc2ccco2)c1C
 : -1%	1%	3%
O=C(N/N=C/C1=C(N2CCOCC2)C(=C\c2ccccc2)/CC1)Nc1ccccc1
 : 8.2µM*	-1%	3%
Cn1c2ccccc2c2nnc(SCc3nnc(-c4ccccc4)o3)nc21
 : nt	0%	6%
COCCCN(C(=O)Cc1csc(-c2cccc(Cl)c2)n1)c1c(N)n(Cc2ccccc2)c(=O)[nH]c1=O
 : ?	-2%	0%
Cc1cccc(CNC(=O)c2ccc3c(c2)c(C)c(C)n3Cc2ccccc2)c1
 : ?	-24%	8%
CC1CCN(CC(=O)Nc2cccc([N+](=O)[O-])c2)CC1
 : -21%	-4%	1%
Cc1coc2cc3oc(=O)c(CC(=O)NCc4cccc(Cl)c4)c(C)c3cc12
 : 21µM*	-5%	0%
COc1ccc(Cl)cc1NCc1nnc2n1CCCCC2
 : 4%	-12%	5%
CCOC(=O)/C=C1\SCC(=O)N1CC(=O)Nc1cccc(F)c1
 : -23%	-5%	3%
Cc1cc(C)n(-c2nc3ccccc3c(=O)n2OCC(=O)OCc2ccccc2)n1
 : 5.8µM*	-6%	1%

# Whole records, quoted from the list. Screens in order: TDP1 cell noCPT	GCN5L2 inh	TDP1 block
# O=C(COC(=O)CCc1nc2ccccc2c(=O)[nH]1)Nc1ccccc1Cl is listed as 22%	0%	nt
# O=C(N/N=C/C1=C(N2CCOCC2)C(=C\c2ccccc2)/CC1)Nc1ccccc1 is listed as 8.2µM*	-1%	3%
# Cn1c2ccccc2c2nnc(SCc3nnc(-c4ccccc4)o3)nc21 is listed as nt	0%	6%
# Cc1cc(C)n(-c2nc3ccccc3c(=O)n2OCC(=O)OCc2ccccc2)n1 is listed as 5.8µM*	-6%	1%
# COCCCN(C(=O)Cc1csc(-c2cccc(Cl)c2)n1)c1c(N)n(Cc2ccccc2)c(=O)[nH]c1=O is listed as ?	-2%	0%

# Next entries:
# The line under a structure holds: TDP1 cell noCPT	GCN5L2 inh	TDP1 block
CC(C)(C)NC(=O)c1ccc2c(c1)N(CC(=O)N1CCCC1)C(=O)C(C)(C)O2
 : 7%	-7%	nt
Cc1ccc(CNC(=O)C2CCN(S(=O)(=O)c3c(C)noc3/C=C/c3ccco3)CC2)cc1
 : ?	-10%	4%
Cc1ccc(CN2C(=O)C[C@@H](NC(=O)OCC3c4ccccc4-c4ccccc43)C/C=C\C2c2ccc(C)cc2)cc1 (stereo partly specified)
 : ?	-10%	1%[56.1 µM]
O=C(NC1CC2CCCC(C1)N2Cc1ccc(F)cc1)c1ccc(F)cc1 (stereo unspecified)
 : ?	0%	nt
CC(NC(=O)c1ccc(OC2CCN(C(=O)c3cccnc3)CC2)cc1)C1CC1 (stereo unspecified)
 : 0%	-4%	2%
CCCOc1ccc(C(=O)Nc2ccc(NC(=O)c3ccccc3)c(C)c2)cc1
 : 16µM*	2%	0%[12.3 µM]
Cc1cc(NC(=O)Nc2ccc(C)c(C)c2)no1
 : -102%	-1%	3%
NC(=O)NCCC1=CCCCC1
 : -13%	-5%	1%
CS(=O)(=O)c1ccc2nc(NC(=O)c3cccc([N+](=O)[O-])c3)sc2c1
 : 18µM*	-14%	nt
O=C(Nc1cccc(F)c1)N1CCCC2(CCN(C(=O)c3ccncc3)CC2)C1
 : 0.15µM*	-13%	nt
CC(C)CN1CCCC2(CCN(C(=O)c3cccn3C)CC2)C1
 : -3%	-6%	nt
Cc1sc2ncnc(OCC(=O)N3CCN(C(=O)c4ccco4)CC3)c2c1C
 : 4%	-4%	0%
Cc1ccc2nc(C)c(Cl)c(=O)n2c1
 : -4%	-7%	4%
CCOC(=O)c1ccc(OCC2c3cc(OC)c(OC)cc3CCN2C(=O)Cc2ccc(F)cc2)cc1 (stereo unspecified)
 : 18µM*	-19%	10%
O=C(O)[C@@H]1[C@@H]2C[C@@H]2CN1c1ncccc1[N+](=O)[O-]
 : 4%	3%	-3%

# Continued.
# The line under a structure holds: TDP1 cell noCPT	GCN5L2 inh	TDP1 block
CC1=C(c2ccc(C)c(C)c2)S(=O)(=O)N(Cc2ccc(C(=O)NCc3ccc(C)cc3)cc2)C1=O
 : ?	-3%	2%
Cc1cccc(CCNC(=O)c2c[nH]c3ccc(S(=O)(=O)Nc4ccccc4F)cc3c2=O)c1
 : ?	-6%	?
CC(=O)Nc1ccc(NC(=O)C(C)Sc2n[nH]c(-c3ccc(C)cc3)n2)cc1 (stereo unspecified)
 : -27%	-8%	0%
O=C(NCCCn1ccnc1)c1cn(Cc2ccc(F)cc2)nn1
 : -14%	-4%	6%
O=C1CC(Sc2ccc(Cl)cc2)C(=O)N1Cc1ccncc1 (stereo unspecified)
 : 18µM*	-3%	5%
O=C(OCCNC(=O)c1ccc2ccccc2n1)c1cccnc1
 : -13%	-5%[0.501 µM]	4%
CCOc1ccc(CCNC(=O)CCC(=O)c2cccs2)cc1OCC
 : 5%	-5%	2%
CCN(CC)S(=O)(=O)c1cccc(C(=O)Nc2cccnc2)c1
 : -28%	-16%	7%
CCOCCn1ccc2c(OCC(=O)Nc3cccc(F)c3)cccc2c1=O
 : ?	0%	3%
COc1ccccc1-c1nnc(SCC(=O)NC2CCCCC2)o1
 : ?	-8%	0%
CCOC(=O)C1C(C(=O)OC)=C(CC(C)C)c2ccccc2N1S(=O)(=O)C(F)(F)F (stereo unspecified)
 : nt	15%	-11%
Cn1cnnc1SCC(=O)Nc1cccc(C(=O)O)c1
 : 0%	-1%	-3%
COc1cccc(NC(=O)CN(C)CC(=O)c2c(N)n(Cc3ccccc3)c(=O)n(C)c2=O)c1
 : 6%	0%	0%[56.1 µM]
CCN(CC)C(=S)SCC(=O)Nc1ccc(S(N)(=O)=O)cc1
 : ?	-1%	0%
Cc1ccc(NC(=O)CN2C(=O)c3ccccc3Sc3ncccc32)c(C)c1
 : 23µM*	2%	5%

# Continuation:
# The line under a structure holds: TDP1 cell noCPT	GCN5L2 inh	TDP1 block
CC(=O)c1c(COC(=O)c2ccc(F)cc2)nc2ccccc2[n+]1[O-]
 : -9%	-5%	4%
O=C(N/C(=C/c1ccc(F)cc1)C(=O)N1CCCCC1)c1ccco1
 : 12%	0%	5%
CCOc1ccc(NC(=O)CC(C)O)cc1 (stereo unspecified)
 : 1%	-2%	4%
CC(=O)Oc1ccc(N2C(=O)C3C4C=CC(CO)(O4)C3C2=O)cc1 (stereo unspecified)
 : 4.6µM*	?	7%
O=C(NCc1cccnc1)C1CC(c2ccc(Cl)c(Cl)c2)=NO1 (stereo unspecified)
 : 21µM*	1%	nt
COc1ccc(CCC(=O)NCc2nc3cccnc3n2Cc2ccc(C)cc2)cc1
 : 23µM*	0%	3%
Oc1c(C=Nc2cccnc2)sc2ccccc12
 : -23%	-2%	10%
Cc1ccccc1CNC(=O)CCC(=O)N1CC2CCCN2c2ccccc21 (stereo unspecified)
 : 23µM*	30%	8%
CC(c1nc2ccccc2n1Cc1ccccc1)N1CCCCC1 (stereo unspecified)
 : 18µM*	0%	nt
Cc1ccc([N+](=O)[O-])cc1S(=O)(=O)N(C)C
 : nt	-1%&7%	4%
COc1ccc(OC)c(CCNC(=O)c2nc(-c3ccc(Cl)cc3)n3c2CCCCC3)c1
 : 9.2µM*	-9%	14%
COc1cccc(C(=O)N(CN2CCCC2=O)c2cccc(Cl)c2)c1OC
 : ?	-16%	5%
Clc1ccc(OCCOCCNCc2ccccc2)cc1Cl
 : 18µM*	-7%	nt
COc1ccccc1NC(=O)CCSc1nnc(-c2ccco2)o1
 : -2%	0%	2%
CCN(CC)CCNC(=O)c1sc2nc3n(c(=O)c2c1C)CCCCC3
 : -22%	-5%	0%

# Other results
# The line under a structure holds: TDP1 cell noCPT	GCN5L2 inh	TDP1 block
O=C(NCc1ccco1)C1CCCN(S(=O)(=O)c2cccc3nonc23)C1 (stereo unspecified)
 : ?	nt	4%
Cc1ccc(N2CCN(C(=O)c3c(C)oc4ncn(C)c(=O)c34)CC2)c(C)c1
 : -4%	9%	3%
CCc1ccc(-c2nc(CS(=O)CC(=O)NCCN3CCCCCC3)c(C)o2)cc1 (stereo unspecified)
 : ?	-4%	6%
Cc1nnc(C)c2c(C)n(-c3ccccc3N)c(C)c12
 : ?	-1%	2%
CN(C)/C=C/C(=O)c1nn(-c2ccc(F)cc2)ccc1=O
 : -3%	-17%	4%
CCC(=O)NCc1nc2ccccc2n1Cc1ccccc1F
 : -10%	0%	-4%
O=C(CSc1nc2ccc([N+](=O)[O-])cc2[nH]1)c1ccc(Cl)cc1
 : ?	2%	3%
CC(=O)Nn1cnc2c(c1=O)C1(CCCCC1)Cc1ccccc1-2
 : ?	-4%	-1%
O=C(NCC1CCCCC1)c1ccc(F)c(S(=O)(=O)N2CCOCC2)c1
 : ?	3%	-1%[56.1 µM]
COc1cccc(NC(=O)COc2ccccc2)c1
 : 8%	0%	nt
COc1ccccc1C(=O)NNC(=O)C1CCN(C(=O)OC(C)(C)C)CC1
 : 20%	-10%	-1%
O=C(Nc1ccc(S(=O)(=O)N2CCCC2)cc1)c1cccs1
 : -26%	0%	5%
Nc1ccccc1SCc1ccccc1
 : -26%	-3%	3%
CCC(C)c1ccccc1NC(=O)COc1ccc(-n2cnnn2)cc1 (stereo unspecified)
 : -1%	-8%	-1%[56.1 µM]
COc1cccc(C(=O)Nc2cccc(C(=O)OCc3cc(=O)n4c(C)csc4n3)c2)c1
 : ?	11%	4%

# Next results.
# The line under a structure holds: TDP1 cell noCPT	GCN5L2 inh	TDP1 block
CCC(C)c1ccccc1NC(=O)C1CCCO1 (stereo unspecified)
 : -14%	1%	3%
CCCN1CCN(CCNC(=O)Nc2ccccc2Cl)CC1
 : 22%	-4%	nt
C#CCNC(=O)C1=C[C@@H](c2cn(C(C)=O)c3ccccc23)C[C@@H](OCCCCO)O1
 : ?	-6%	4%
Cc1cc(C)cc(N(CC(=O)N2CCCC2)S(C)(=O)=O)c1
 : -16%	-3%	nt
COC(=O)N/N=C/c1cccc(OCCSc2ccc(Cl)cc2)c1
 : ?	-6%	5%
O=C(Nc1cccc2cccnc12)c1ccccc1[N+](=O)[O-]
 : nt	-5%	1%
CCn1c(C)nc2cc(NC(=O)Nc3cccc(C(C)=O)c3)ccc21
 : ?	7%	nt
CCOC(=O)c1c(C)[nH]c(C(=O)COC(=O)[C@H](C)NC(=O)c2ccccc2Cl)c1C
 : -28%	-7%	5%
